GLA spleen mod = alpha-galactosidase A (human) modulation. P06280. human spleen homogenate, 4MU-alpha-Gal fluorescence, 40 min. Potency, µM (top dose mostly 80 µM), for inactives: at the top dose activity change, negative = inhibition, actives largely listed as inhibitors. actives 0.008% (n = 240,000);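 further: 0% = enzyme with vehicle and -100% = no enzyme basal signal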
Target sequence (P06280 32-429 limits assumed): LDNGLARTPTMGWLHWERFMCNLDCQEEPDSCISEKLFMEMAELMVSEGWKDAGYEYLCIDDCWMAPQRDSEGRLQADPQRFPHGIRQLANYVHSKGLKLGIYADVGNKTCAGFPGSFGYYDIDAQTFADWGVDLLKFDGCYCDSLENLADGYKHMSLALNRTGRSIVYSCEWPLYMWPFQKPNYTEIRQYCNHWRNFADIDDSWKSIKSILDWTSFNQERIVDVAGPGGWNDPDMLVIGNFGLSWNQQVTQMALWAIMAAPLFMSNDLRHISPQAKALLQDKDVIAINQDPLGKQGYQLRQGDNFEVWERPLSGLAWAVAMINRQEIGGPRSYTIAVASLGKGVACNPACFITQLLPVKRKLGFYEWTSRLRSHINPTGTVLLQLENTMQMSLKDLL
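qHTS titration in buffer at pH 5.0. Alpha-galactosidase activity in spleen homogenate was measured via 4-methylumbelliferone release from 1 mM fluorogenic substrate after 40 min at 37C and a pH 10 stop. AC50 came from Hill fits of control-normalized data.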
NPSR antagonist = antagonists of human neuropeptide S receptor cAMP signaling; actives 1% (n = 220,000); CHO-NPSR cells, cAMP TR-FRET, antagonist mode; AID 1461; Potency, µM (doses to about 38.3 µM), for the others: at the top dose activity change, negative = inhibition, most hits filed as inhibitors; further: on the % scale 0 is the no-effect control and ±100 the full control effect; nearly all actives have a fitted effect of over 50% in size; many of its hits are not listed in these tables
GAA glycogen mod = alters human alpha-glucosidase cleavage of glycogen; P10253; recombinant GAA, glycogen substrate, Amplex Red glucose oxidase fluorescence; Potency, µM (top dose mostly 76.4 µM), without a hit: top-dose activity change, negative = inhibition, usual class: inhibitors; actives 0.38% (n = 300,000); AID 2100;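 further: 0% = full enzyme reaction and -100% = no-enzyme basal signal; the screen sought inhibitors and activators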
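Natural-substrate format: glycogen cleavage by 4 nM human enzyme, glucose read by Amplex Red coupling (Ex 573, Em 610 nm). Normalized to enzyme and no-enzyme controls.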
Epigenetic derep = epigenetic control regulation, reporter derepression | murine LDR cells, GFP reporter derepression, 30 h | Potency, µM (series often up to 53.9 µM), for inactives: at the highest dose GFP activation, usual class: activators | actives 0.2% (n = 280,000) | AID 1865; further: % of control where 0% means no effect; nearly all actives have a fitted effect of over 60% in size
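Reporter derepression read as number of fluorescent GFP-positive objects, 20-120 um in size, counted by laser-scanning cytometer. Mouse LDR line with an epigenetically silenced CMV-GFP locus; compound incubation 30 h, 37 C.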
aGlu spleen mod = inhibitors or activators of human alpha-glucosidase in spleen homogenate; actives 0.006% (n = 240,000); human spleen homogenate, 4-MU-alpha-glucoside fluorescence; Potency, µM (titrated, usually from 79.9 µM), inactives show top-dose activity change, negative = inhibition, hits mostly inhibitors;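 further: 0% = enzyme with vehicle and -100% = no enzyme basal signal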
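Human spleen homogenate (1 ug) incubated with compounds and 1 mM 4-methylumbelliferyl-alpha-D-glucopyranoside in pH 5.0 citrate/phosphate buffer, 37 C, 40 min. Stopped at pH 10; 4-MU fluorescence (Ex 365/Em 440 nm); AC50 by Hill fit.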
ALDH1A1 block = ALDH1A1 (human) enzyme inhibition; Potency, µM (highest dose often 75.3 µM), for the others: top-dose activity, negative = inhibition, usual class: inhibitors; P00352; actives 7.3% (n = 220,000); Purified ALDH1A1, NADH fluorescence, propionaldehyde substrate; active means well fitted inhibition curve with a large enough effect, not every such curve was filed as active; inconclusive means small, poorly fitted or top-dose-only effect, or another doubt; inactive means no such curve, though single readings can be large or run the other way;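 further: plate controls were no enzyme wells and a reference inhibitor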
Target sequence (P00352 whole entry, looked up): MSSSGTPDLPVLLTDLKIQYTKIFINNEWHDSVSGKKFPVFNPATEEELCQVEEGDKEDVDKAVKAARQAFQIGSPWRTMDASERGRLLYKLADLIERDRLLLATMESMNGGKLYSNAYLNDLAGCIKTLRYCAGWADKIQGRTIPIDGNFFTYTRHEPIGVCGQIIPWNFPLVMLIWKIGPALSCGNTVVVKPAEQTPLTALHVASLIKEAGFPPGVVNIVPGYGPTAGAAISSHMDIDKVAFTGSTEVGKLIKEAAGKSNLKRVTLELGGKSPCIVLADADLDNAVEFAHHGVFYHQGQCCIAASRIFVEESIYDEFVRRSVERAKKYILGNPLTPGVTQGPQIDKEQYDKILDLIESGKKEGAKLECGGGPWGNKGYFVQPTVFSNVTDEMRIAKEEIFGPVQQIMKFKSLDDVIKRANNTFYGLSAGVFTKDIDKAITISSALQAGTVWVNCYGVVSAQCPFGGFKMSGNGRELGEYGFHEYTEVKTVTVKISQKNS
GAA inh = inhibitors of human lysosomal alpha-glucosidase; purified human GAA, 4-MU-alpha-glucoside fluorescence; Potency, µM (titrated, usually from 76.9 µM), without a hit: at the top dose activity change, negative = inhibition, usual class: inhibitors; actives 0.005% (n = 200,000); AID 1466;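 further: plate controls were uninhibited enzyme wells for no effect and no-enzyme background for full effect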
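Enzyme (4 nM final) mixed with compound (up to 77 uM), then 4-MU-alpha-D-pyranoside (400 uM final) added; 20 min at room temperature, pH 5.0. Reaction stopped at pH 10, fluorescence read, AC50 derived by Hill fit.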
Tau fluor counter = counter-screen for tau fibril formation inhibitors. tau K18 P301L Alexa594 fluorescence, heparin fibrillization. actives 0.93% (n = 280,000). AID 1463. Potency, µM (doses to about 57.7 µM), for inactives: top-dose activity change, negative = decrease; further: on the % scale 0 is the no-effect control and ±100 the full control effect; nearly all actives have a fitted effect of over 55% in size
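Human tau K18 P301L (15 uM unlabeled, 0.24 uM Alexa 594-labeled) in 100 mM sodium acetate pH 7 with 20 uM heparin, 6 hr at 37 C. ThT 30 uM added, 1 hr ambient; Alexa 594 FP and total fluorescence read at 555/632 nm.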
The depositor's hits bear a star; ? = inconclusive; · = not tested or not shown; [ ] = another dose, or the depositor's remark. Unless noted, the call rests on the fitted dose curve; in most records, active means well fitted curve in the direction sought with a large enough effect; inconclusive means small, poorly fitted or top-dose-only effect, or another doubt; inactive means no such curve, though single readings can be large; an effect the other way counts as inactive or inconclusive. Potency means the concentration at half of the fitted maximal effect. Only part of the results is shown; rates above refer to the full screens.

1. CCN(CC)CCCCn1c(-c2ccccc2)nc2c(NCc3ccccc3)nc(C)nc21
2. CCn1c(C)c(C(C)=O)c(N2CCN(c3ccc(F)cc3)CC2)nc1=S
3. CNC(=O)Nc1cc(C(C)(C)C)no1
4. CN1[C@@H](CC(=O)c2ccccc2)CCC[C@@H]1C[C@@H](O)c1ccccc1
5. O=C(CC1Sc2ccccc2NC1=O)OCC(=O)N1CCc2ccccc21 (configuration not stated)
6. Cc1ccc2c(c1)C(O)(CC(=O)c1cccnc1)C(=O)N2 (configuration not stated)
7. COc1ccc(NC(=S)N(CCc2c(C)[nH]c3ccc(C)cc23)Cc2cccs2)cc1
8. Cc1nnc(SCC(=O)Nc2ncc3c(n2)CC(c2ccccc2)CC3=O)s1 (configuration not stated)
9. COC(=O)c1ccccc1NC(=S)N(Cc1ccc2c(c1)OCO2)Cc1cc2ccc(OC)cc2[nH]c1=O
10. O=S(=O)(NCCOCC(F)(F)F)c1ccc2oc3ccccc3c2c1
compound no.,1,2,3,4,5,6,7,8,9,10
Tau fluor counter,-1%,-19%,4%,·,-8%,-2%,3%,-4%,-24%,8%
ALDH1A1 block,?,9%,?,-4%[20.9 µM],?,-13%,?,5%,?,8.9µM*
aGlu spleen mod,5%,-3%,-11%,-7%[29.1 µM],-4%,1%,-1%,-2%,-10%,-3%
GAA glycogen mod,·,-2%,4%,·,-15%,2%,-27%,1%,3%,?
GAA inh,·,-6%,2%,·,0%,-7%,1%,-1%,-12%,4%
Epigenetic derep,0.4%,0.0%,-1.9%,-1.4%[16.9 µM],?,1.1%,1.7%,-3.6%,-1.6%,3.0%
GLA spleen mod,0%,-11%,-3%,4%[29.1 µM],-3%,0%,-2%,-24%,-4%,8%
NPSR antagonist,·,-6%[46.1 µM],7%[46.1 µM],·,-18%[46.1 µM],-3%[46.1 µM],-31%,-13%[46.1 µM],3%,-22%[46.1 µM]

11. CC(C)=NOCc1ccc(-c2cn([C@@H]3COC[C@@H]3O)nn2)cc1
12. CC(=O)N1N=C(N)SC12CCCC2
13. O=C(/C=C/c1ccc(O)c(O)c1)NC(=O)c1ccccc1O
14. O=C1CN(C(=O)/C=C/c2ccc(Cl)cc2Cl)CCN1
15. Brc1ccc(COc2ncnc3ccccc23)cc1
16. COc1ccccc1NC(=O)CN1CCN(C(=O)c2ccco2)CC1
17. CC1=NN(c2cccc(C(=O)O)c2)C(=O)/C1=C\C=C/c1ccccc1
18. CCc1nnc(NC(=O)CCN2C(=O)c3ccccc3S2(=O)=O)s1
19. Cc1nc2nc(C)c(CCC(=O)NCc3ccc4c(c3)OCO4)c(C)n2n1
20. COc1cccc(CN(Cc2ccco2)S(=O)(=O)c2ccc(S(=O)(=O)NCc3ccccc3)cc2)c1OC
compound no.,11,12,13,14,15,16,17,18,19,20
Tau fluor counter,-2%[11.6 µM],7%,-29%,-20%,2%,-5%,?,3%,5%,-26%
ALDH1A1 block,3%[13.5 µM],9%,-8%,-8%,-5%,5%,?,?,-8%,?
aGlu spleen mod,-11%[17.4 µM],0%,4%,0%,-1%,-1%,3%,-3%,-4%,-1%
GAA glycogen mod,·,6%,3.5µM*,-1%,-4%,-1%,0%,1%,1%,-7%
GAA inh,·,7%,·,?,-2%,-5%,-7%,-4%,3%,-7%
Epigenetic derep,0.0%[10.1 µM],-0.4%,-0.3%,1.5%,-1.6%,-0.3%,-0.1%,0.2%,-2.1%,5.0%
GLA spleen mod,-1%[17.5 µM],-4%,11%,10%,-3%,-3%,7%,-5%,-6%,0%
NPSR antagonist,·,7%,·,17%,-7%,-10%[46.1 µM],7.9µM*,6%[46.1 µM],-13%[46.1 µM],-16%[46.1 µM]

Some of the entries so far, with bars between the fields:
no. | structure | Tau fluor counter | ALDH1A1 block | aGlu spleen mod | GAA glycogen mod | GAA inh | Epigenetic derep | GLA spleen mod | NPSR antagonist
18 | CCc1nnc(NC(=O)CCN2C(=O)c3ccccc3S2(=O)=O)s1 | 3% | ? | -3% | 1% | -4% | 0.2% | -5% | 6%[46.1 µM]
19 | Cc1nc2nc(C)c(CCC(=O)NCc3ccc4c(c3)OCO4)c(C)n2n1 | 5% | -8% | -4% | 1% | 3% | -2.1% | -6% | -13%[46.1 µM]
20 | COc1cccc(CN(Cc2ccco2)S(=O)(=O)c2ccc(S(=O)(=O)NCc3ccccc3)cc2)c1OC | -26% | ? | -1% | -7% | -7% | 5.0% | 0% | -16%[46.1 µM]

(next part)
21. Cc1cc(C2C(C#N)=C(N)Oc3n[nH]c(C)c32)c(C)s1 (configuration not stated)
22. CC(C)Sc1nsc2nc(=O)c(/C=C3\C=Nc4ccccc43)c(N)n12
23. COCCN=C1NC(=O)C(CC(=O)Nc2cccc(Cl)c2C)S1 (configuration not stated)
24. CCOC(=O)c1nnc(-c2cccs2)nc1Oc1ccc(Cl)cc1
25. CCOC(=O)C(C)Sc1nc2c(c(-c3cccs3)c1C#N)CCC2 (configuration not stated)
26. C=CCc1c(C)nc(SC)nc1Nc1ccc(C(=O)O)cc1
27. O=C1c2ccccc2CN1CCNS(=O)(=O)c1ccc(Cl)cc1
28. COc1ccc(C2=NN(S(C)(=O)=O)C(c3ccc4nccnc4c3)C2)cc1 (configuration not stated)
29. COc1ccc(OCC(=O)Nc2cccc(-c3nc4ccccc4[nH]3)c2)cc1
30. O=C(N/N=C/c1ccc(O)c(O)c1)c1cccc(S(=O)(=O)N2CCCCC2)c1
compound no.,21,22,23,24,25,26,27,28,29,30
Tau fluor counter,-20%,?,1%,-28%,-20%,7%,-14%,-6%,20µM*[quencher],-19%
ALDH1A1 block,-7%,-2%,?,2%,?,-2%,-1%,3%,-10%,-12%
aGlu spleen mod,0%,-1%,3%,-4%,-5%,-9%,-4%,-2%,-5%,-6%
GAA glycogen mod,-25%,1%,8%,3%,-10%,2%,9%,9%,-4%,3%
GAA inh,9%,-4%,-4%,-3%,-24%,2%,0%,5%,1%,-9%
Epigenetic derep,?,1.1%,0.4%,-0.8%,0.0%,6.3%,3.5%,0.0%,-1.0%,-1.3%
GLA spleen mod,-17%,9%,7%,-9%,1%,15%,-3%,0%,-3%,-8%
NPSR antagonist,0%[46.1 µM],-24%,16%,6%[46.1 µM],?,-12%[46.1 µM],-8%[46.1 µM],-11%,?,-16%

31. Nc1ccc2nc3c(=O)n(CCc4ccccc4)c(=O)[nH]c3nc2c1
32. CN(C)S(=O)(=O)c1ccc(Cl)c(NC(=O)COC(=O)c2ccc3c(c2)NC(=O)CS3)c1
33. O=C1c2cccc3cccc(c23)C(=O)N1CC1CCCO1 (configuration not stated)
34. Cc1cc(Cl)ccc1NC(=O)CSc1nnc(-c2ccncc2)n1Cc1ccco1
35. Cc1ccc(C(=O)NNC(=O)C2CCN(S(=O)(=O)c3ccc(C)cc3)CC2)cc1
36. Cc1[nH]c2ccccc2c1/C=N/NC(=O)c1cc(-c2cccs2)[nH]n1
37. O=C(NC1CCCCC1)C1CC(=O)N(c2ccc(Cl)cc2)C1 (configuration not stated)
38. Cc1ccc(CNC(=O)COC(=O)Cn2nc(C)c([N+](=O)[O-])c2C)cc1
39. C[C@@H]1CC=C[C@H]2[C@H]1C(=O)N(Cc1ccccc1)[C@H]2c1ccc(F)c(/C=C/c2ccccc2)c1
40. Cc1ccc(OCCN2C(=O)C(=O)c3cc(C)ccc32)cc1
compound no.,31,32,33,34,35,36,37,38,39,40
Tau fluor counter,?,-30%,-9%,-18%,6%,13µM*[quencher],-1%,-9%,20%,-6%
ALDH1A1 block,·,3.5µM*,?,?,·,-3%,-3%,4%,·,?
aGlu spleen mod,-10%,0%,·,3%,4%,-5%,12%,2%,6%,-12%
GAA glycogen mod,1%,1%,2%,8%,-3%,8%,2%,3%,-1%,-11%
GAA inh,·,1%[15.4 µM],12%,?,·,-7%,-5%[15.4 µM],-7%,·,?
Epigenetic derep,6.2%,-1.6%,-1.3%,-0.7%,1.6%,-1.1%,2.7%,0.0%,-1.1%,5.1%
GLA spleen mod,20%,0%,7%,11%,4%,-6%,-2%,4%,13%,-13%
NPSR antagonist,-39%,16%,-10%,-7%[46.1 µM],13%,-7%,21%[46.1 µM],2%,-58%,6%

41. O=C(CC12CC3CC(CC(Br)(C3)C1)C2)OCCN1CCCCC1
42. CNC(=S)Nc1ccc(OC(F)(F)F)cc1
43. Cc1ccc2nc3sc(C(=O)Nc4ccc(N5CCOCC5)cc4)c(N)c3cc2c1
44. Cc1cc(-c2ccccc2)oc(=O)c1NC(=O)c1ccccc1
45. COC(=O)COc1ccc(S(=O)(=O)NCc2ccncc2)cc1
46. COc1ccc(-n2c(=O)c3ccccc3n(CC(=O)NC3CCCCC3)c2=O)cc1
47. COc1ccccc1C1OC(c2cccc([N+](=O)[O-])c2)=NN1C(C)=O (configuration not stated)
48. COC(=O)c1ccc(C2C(C(=O)Nc3ccc(C)cc3C)=C(C)Nc3ncnn32)cc1 (configuration not stated)
49. Cc1ccc(CC(=O)NC2CCSC2=O)cc1 (configuration not stated)
50. O=C(COC(=O)c1ccc(N2CCCC2=O)cc1)NCc1ccco1
51. CCN(CC)CC(=O)Nc1ccc(Oc2ccc(NC(=O)CN(CC)CC)cc2)cc1
compound no.,41,42,43,44,45,46,47,48,49,50,51
Tau fluor counter,1%,-6%,?,-10%,3%,1%,-4%,-6%,-7%,9%,2%
ALDH1A1 block,6%,4%,?,-10%,?,-2%,?,-16%,-8%,-7%,?
aGlu spleen mod,-1%,11%,5%,1%,4%,1%,-2%,4%,-5%,-10%,2%
GAA glycogen mod,2%,10%,-3%,5%,3%,1%,4%,-8%,10%,-6%,-1%
GAA inh,7%,-3%,3%,9%,2%,-5%,?,-2%[15.4 µM],3%,-1%,?
Epigenetic derep,-1.5%,-0.6%,9.3%,-1.1%,0.9%,-1.0%,-1.1%,0.8%,1.1%,-0.8%,5.6%[10.1 µM]
GLA spleen mod,0%,5%,3%,-5%,2%,3%,-2%,4%,-5%,?,6%
NPSR antagonist,4%,24%,1%[46.1 µM],-10%,5%[46.1 µM],2%[46.1 µM],-32%,-2%[46.1 µM],-15%,9%[46.1 µM],7%

Screens (PubChem)
